Diaph act CS: compounds boosting diaphorase resazurin reduction – biochemical, uHTS, resorufin fluorescence, counter-screen for diaphorase-coupled primary assays, primary screen; AID 1229, 2008; activation factor at 20 µM; Diaphorase/resazurin coupled assay, 16 min; hits give high values; 1 = vehicle wells, 0 = NADH-free wells; hit rate 0.005% among 190,000;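 active = diaphorase activity raised at least twofold by the compound at 20 µM; inactive = activation factor below 2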
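Material: Clostridium kluyveri diaphorase, purified enzyme; Quantity: enzyme 0.07 U/mL final; Medium: HEPES pH 7.4 buffer with MgCl2 and Tween 20; Dosing: single compound dose of 20 µM, 1% DMSO final; Schedule: 16 min reaction at room temperature; Measured by: red resorufin fluorescence at 544/590 nm excitation/emission.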
PMI act satM6P: human PMI activators, high substrate, primary screen, biochemical, fluorescence intensity, near-saturating mannose 6-phosphate; coupled PMI enzyme assay, resazurin fluorescence, 20 min; hits give high values; 1 = untreated enzyme, 0 = substrate-free blank; activation factor at 20 µM; hit rate 0.34% among 190,000;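 active = activation factor of 2 or more at 20 µM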
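Test system – human PMI in coupled enzyme assay · Timing – 20 min incubation at room temperature · Detection – Diaphorase-driven resazurin-to-resorufin fluorescence, excitation 544, emission 590 nm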
TR-FRET SRC-2 ct: TR-FRET signal artefacts, primary screen, artefact control for PPARgamma SRC-2 agonist project, biochemical | hit rate 0.4% among 200,000 | TR-FRET artefact counter-screen; hits give high values | TR-FRET ratio at 8 µM; in the data active = TR-FRET ratio above about 2000; also: inactives centre near 1500
PMI act: activators of human PMI, primary screen, biochemical, fluorescence intensity, near-Km mannose 6-phosphate; activation factor at 20 µM; Mannose-6-phosphate isomerase (Homo sapiens), P34949; hit rate 0.005% among 190,000; purified human PMI, coupled resazurin fluorescence, 20 min; hits give high values; 1 = vehicle control, 0 substrate-free wells; AID 1214, 2008;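 active = activation factor of 2 or more at 20 µM, relative to plate controls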
PPARg SRC-3 ag: PPARgamma agonists recruiting SRC-3 coactivator, primary screen, biochemical. Peroxisome proliferator-activated receptor gamma (Homo sapiens), P37231. biochemical PPARgamma/SRC-3 coactivator recruitment assay. activation, % at 8 µM. hit rate 0.26% among 200,000; in the data active = activation above about 23%;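 also: 0% = DMSO and 100% = reference agonist; some compounds past the cut are filed as inactive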
Target sequence (P37231 whole entry, looked up): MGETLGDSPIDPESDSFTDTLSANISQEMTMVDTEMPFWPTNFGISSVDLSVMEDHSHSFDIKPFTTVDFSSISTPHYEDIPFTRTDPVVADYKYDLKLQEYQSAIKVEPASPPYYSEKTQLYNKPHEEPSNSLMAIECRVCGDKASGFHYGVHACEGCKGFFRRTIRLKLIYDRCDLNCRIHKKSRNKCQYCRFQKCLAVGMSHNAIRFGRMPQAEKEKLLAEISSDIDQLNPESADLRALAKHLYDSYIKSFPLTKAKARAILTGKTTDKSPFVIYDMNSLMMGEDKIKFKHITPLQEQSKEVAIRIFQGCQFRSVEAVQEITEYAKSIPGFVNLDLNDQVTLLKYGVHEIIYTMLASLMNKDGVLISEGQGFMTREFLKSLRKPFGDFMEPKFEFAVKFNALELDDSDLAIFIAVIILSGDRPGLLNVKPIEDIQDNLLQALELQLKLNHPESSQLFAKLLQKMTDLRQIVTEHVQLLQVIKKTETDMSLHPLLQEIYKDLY
PPARg SRC-1 ag: PPARgamma agonists recruiting SRC-1 coactivator, primary screen, biochemical | Peroxisome proliferator-activated receptor gamma (Homo sapiens), P37231 | PPARgamma-SRC-1 coactivator recruitment biochemical assay | activation, % at 8 µM | hit rate 0.41% among 200,000 | AID 631, 2007; in the data active = activation above about 19%;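 also: 0% = DMSO and 100% = reference agonist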
G6PDH counter: L. mesenteroides G6PDH inhibitors, counter-screen for G6PDH-coupled screening assays, biochemical, Leuconostoc mesenteroides enzyme | glucose-6-phosphate dehydrogenase [Leuconostoc mesenteroides] | Purified L. mesenteroides G6PDH, diaphorase/resazurin coupled fluorescence, 45 min | inhibition, % at 5 µM | hit rate 0.12% among 200,000 | AID 1020, 2008; in the data active = inhibition above about 50%
Diaph inh CS: diaphorase inhibitors and chemical oxidizers, primary screen, counter-screen for diaphorase-coupled primary assays, biochemical, uHTS, resorufin fluorescence; diaphorase resazurin-to-resorufin fluorescence, NADH, 16 min; bacterial (C. kluyveri) enzyme, not human; inhibition, % at 20 µM; hit rate 0.69% among 190,000;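 active = primary screen inhibition at 20 µM above a set limit, cut at about 50% in these data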;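 also: plate controls were DMSO with full reaction for no effect and wells lacking NADH for full effect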
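Assay system – diaphorase enzyme from Clostridium kluyveri · Amount – diaphorase 0.14 U/mL (working solution) · Times – reaction incubation of 16 min at room temperature · Controls – No-NADH positive control and DMSO neutral control · Signal – resorufin fluorescence 544/590 nm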
PPARg SRC-2 ag: agonists of PPARg-SRC-2 recruitment, primary screen, biochemical, HTS | PPARgamma LBD-SRC-2 recruitment | hit rate 0.34% among 200,000 | activation, % at 8 µM | AID 1032, 2008; in the data active = activation above about 22%;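 also: 0% = vehicle and 100% = reference agonist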
ROMK primary: ROMK potassium channel modulators, primary screen, cell-based, thallium flux, MLSMR library; Tet-inducible ROMK, thallium flux fluorescence; actives lie on both sides; ATP-sensitive inward rectifier potassium channel 1 (Homo sapiens), P48048; hit rate 2% among 130,000; B-score at 10 µM;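 active = signal ratio slope over the read window, or its plate-corrected B-score, at least 3 SD from the plate mean, either direction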;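 also: B-score of the F/F0 ratio slope over 7 to 12 s after thallium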
S1P3 antagonist: S1P3 receptor antagonists, primary screen, cell-based | Sphingosine 1-phosphate receptor 3 (Homo sapiens), Q99500 | inhibition, % at 4.98 µM | CHO S1P3 NFAT-BLA reporter, FRET fluorescence, antagonist mode | hit rate 0.27% among 170,000;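 active = inhibition above the plate cutoff, the mean inhibition of test wells on that plate plus 3 SD, cut at about 28% in these data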;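 also: cells challenged with S1P at its EC80 of 0.8 µM; blue over green emission ratio from cleaved BLA substrate after 4 h stimulation; 0% = S1P-stimulated wells and 100% = unstimulated DMSO-only wells; some compounds past the cut are filed as inactive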
Target sequence (Q99500 whole entry, looked up): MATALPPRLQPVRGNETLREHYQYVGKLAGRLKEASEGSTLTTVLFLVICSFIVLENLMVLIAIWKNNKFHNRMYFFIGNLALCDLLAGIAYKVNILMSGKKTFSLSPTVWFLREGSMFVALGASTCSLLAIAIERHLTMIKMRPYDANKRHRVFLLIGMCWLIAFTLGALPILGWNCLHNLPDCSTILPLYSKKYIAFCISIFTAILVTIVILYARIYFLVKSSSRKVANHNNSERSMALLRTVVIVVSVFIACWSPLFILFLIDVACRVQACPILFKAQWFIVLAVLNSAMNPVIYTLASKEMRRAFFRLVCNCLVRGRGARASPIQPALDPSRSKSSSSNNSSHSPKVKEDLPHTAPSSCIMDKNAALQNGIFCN
Numbers without * were called inactive; x = no result given. Not a hit list. Share with any hit: about 3.3%.

Sample of the layout, 2 compounds:
SMILES | Diaph act CS | PMI act satM6P | TR-FRET SRC-2 ct | PMI act | PPARg SRC-3 ag | PPARg SRC-1 ag | G6PDH counter | Diaph inh CS | PPARg SRC-2 ag | ROMK primary | S1P3 antagonist
COCCNC(=O)CSc1nc2ccccc2c(=O)n1CCCC(=O)NCc1ccccc1 | 1 | 1 | 1484 | 1.1 | 7.4 | -3.0 | 9.1 | 4.1 | 1.4 | x | x
CSc1nnc(C2CCCN2)n1C (stereo not given) | 0.9 | 1.1 | 1511 | 1 | 11.0 | -4.8 | -4.2 | 10.3 | -5.8 | 0.0831 | x

Results, repeating the preview:
SMILES | Diaph act CS | PMI act satM6P | TR-FRET SRC-2 ct | PMI act | PPARg SRC-3 ag | PPARg SRC-1 ag | G6PDH counter | Diaph inh CS | PPARg SRC-2 ag | ROMK primary | S1P3 antagonist
COCCNC(=O)CSc1nc2ccccc2c(=O)n1CCCC(=O)NCc1ccccc1 | 1 | 1 | 1484 | 1.1 | 7.4 | -3.0 | 9.1 | 4.1 | 1.4 | x | x
CSc1nnc(C2CCCN2)n1C (stereo not given) | 0.9 | 1.1 | 1511 | 1 | 11.0 | -4.8 | -4.2 | 10.3 | -5.8 | 0.0831 | x
Cc1ccc(S(=O)(=O)n2cnc3cc([N+](=O)[O-])ccc32)c(C)c1C | 0.9 | 1.1 | 1637 | 0.9 | 1.1 | 1.1 | 0.8 | 13.5 | 1.6 | x | x
COc1cc(S(=O)(=O)N(Cc2ccccc2)Cc2ccccn2)ccc1-n1cnnn1 | 0.7 | 1 | 1586 | 1 | 8.3 | 7.6 | -0.8 | 25.2 | 1.4 | -0.403 | x
CC(C)(O[C@@H]1O[C@H](CO)[C@@H](O)[C@H](O)[C@H]1O)[C@H]1Cc2cc3ccc(=O)oc3cc2O1 | 1 | 1 | 1606 | 1.1 | 5.8 | 1.9 | 15.5 | -4.7 | 11.5 | 0.473 | -51.6
CC(/C=N/n1c(-c2ccco2)n[nH]c1=S)=C\c1ccccc1 | 0.5 | 0.8 | 1666 | 0.8 | 3.7 | 10.8 | -11.4 | 50.1* | 8.8 | x | -1.8
CCOC(=O)c1sc(N(Cc2ccccc2)C(=O)COC(=O)c2cnccn2)nc1C | 0.9 | 0.9 | 1519 | 0.9 | 1.8 | -1.6 | -2.1 | 11.3 | 5.6 | 0.396 | -0.1
CC1C(=O)C(C)C(c2ccco2)NC1c1ccco1 (stereo not given) | 1.1 | 1.3 | 1434 | 1.1 | 2.3 | -0.6 | 12.0 | -5.9 | 2.5 | -0.0779 | 15.1
Cc1c(C(=O)OC2CCCC2C)[nH]c2c1C(=O)CCC2 (stereo not given) | 0.9 | 0.8 | 1621 | 0.9 | -2.2 | 7.2 | 6.1 | 9.8 | 0.9 | x | -26.6
Cc1c(Br)c([N+](=O)[O-])nn1C(C)C(=O)NCc1cccnc1 (stereo not given) | 0.9 | 0.9 | 1395 | 0.9 | 1.3 | 4.1 | 3.3 | 8.7 | 6.5 | -0.102 | x
COc1cc(-c2nc(-c3ccc(NC(=O)c4ccc(Br)o4)cc3)no2)cc(OC)c1OC | 0.8 | 0.9 | 1889 | 0.9 | 2.5 | 6.8 | 3.9 | 17.9 | 12.9 | -0.00389 | x
CC(C)(C)C1CCc2[nH]nc(C(=O)O)c2C1 (stereo not given) | 0.9 | 0.9 | 1601 | 0.9 | -1.0 | -4.2 | -4.4 | 9.7 | -1.6 | x | -21.7
CCC(C)NC(=S)N(CCc1ccccc1)Cc1cc2cc(OC)c(OC)cc2[nH]c1=O (stereo not given) | 0.8 | 0.9 | 1598 | 0.7 | 6.7 | -0.7 | 9.8 | 19.7 | 4.0 | -2.08 | -6.9
COC(=O)c1ccc(C2N=C(c3cccs3)CC(c3ccccc3O)N2)cc1 (stereo not given) | 0.8 | 1 | 1496 | 0.9 | 7.5 | 7.9 | -2.7 | 18.0 | 7.3 | -0.809 | 3.3
Cc1cc(C)n(C(=O)CNC(=O)COc2ccccc2)n1 | 0.8 | 0.9 | 1584 | 1 | 6.6 | 5.8 | 5.1 | 15.0 | 6.5 | -0.326 | 12.8
COc1cc(NC(=O)c2c(Cl)cnn2C)c(OC)cc1Cl | 1 | 1 | 1584 | 0.9 | 4.0 | 2.8 | 12.1 | 2.8 | -0.7 | -0.00138 | -1.0
O=C(Cc1cc(=O)[nH][nH]1)N/N=C/c1ccccc1[N+](=O)[O-] | 1 | 0.9 | 1747 | 0.9 | 2.9 | 1.6 | -10.1 | 1.2 | 4.7 | x | -9.6
CCc1c(C)nc2cc(-c3cccs3)[nH]n2c1=O | 0.9 | 0.9 | 1706 | 0.8 | 6.0 | 11.2 | 9.6 | 10.7 | 5.3 | -0.0385 | -24.5
COCCN(C(=O)CSc1nc2ccccc2c(=O)n1CCOC)c1c(N)n(Cc2ccccc2)c(=O)[nH]c1=O | 1.1 | 1.1 | 1396 | 1.1 | 0.3 | -6.9 | 5.5 | -7.1 | -5.0 | -0.472 | 4.8
COCCNc1nc(SCC(=O)N2CCN(c3ccccc3OC)CC2)nc2ccccc12 | 0.9 | 1 | 1715 | 1 | 5.8 | 3.6 | 0.7 | 11.0 | 1.9 | -1.31 | x
CC(=O)NCc1ccc(C(=O)CCl)s1 | 1 | 1.1 | 1642 | 1.2 | 0.9 | -1.8 | 3.6 | 2.0 | -1.1 | -2.75 | -2.5
COC(=O)c1ccc(/C=C/C(=O)c2ccc(OC)cc2)cc1 | 0.9 | 1 | 1472 | 0.9 | 4.8 | 3.3 | -3.9 | 12.8 | 3.7 | 0.261 | x
CCN1C(=O)N[C@H](c2ccc(Br)cc2)C(C(C)=O)=C1C | 1 | 1.1 | 1373 | 1.1 | -1.2 | -3.2 | 16.7 | -2.1 | -10.2 | -1.2 | -4.2
O=C(CCS(=O)(=O)c1cccc2nonc12)Nc1cccc2c1CCCC2 | 0.9 | 1 | 1692 | 0.9 | -0.3 | 6.0 | 3.6 | 13.2 | 6.9 | 0.888 | x
COc1ccccc1C(=O)C1CCCN(C(=O)c2snnc2C)C1 (stereo not given) | 0.9 | 1 | 1676 | 1 | 4.3 | 4.3 | 7.1 | 7.0 | 8.2 | -0.613 | -10.3
COc1ccc(NC(=O)c2sccc2SCC#N)cc1 | 0.8 | 0.9 | 1533 | 0.8 | 6.2 | 7.2 | 1.7 | 17.3 | -2.6 | x | x
Cc1ccc(-c2noc(CN3CCN(Cc4ccccc4)CC3)n2)cc1 | 0.8 | 0.9 | 1471 | 1 | -5.1 | -5.2 | 2.9 | 15.9 | 3.5 | x | -5.0
COC(=O)C1CC(=O)c2ccsc2C1 (stereo not given) | 1 | 1 | 1530 | 1 | 0.2 | 9.7 | 5.9 | 4.4 | 7.2 | 0.0401 | -7.8
S=C(NCCCN1CCOCC1)Nc1ccc(N2CCOCC2)cc1 | 0.9 | 1.1 | 1794 | 1 | 0.0 | 6.1 | 5.4 | 5.8 | 12.1 | -0.68 | -1.5
O=C(C1CCN(S(=O)(=O)N2CCOCC2)CC1)N1CCc2ccccc21 | 0.9 | 0.9 | 1559 | 0.9 | 2.8 | -1.4 | 9.7 | 11.0 | -2.0 | -0.261 | -19.3
CCOC(=O)C1CCN(C(=O)N(CC)CC)CC1 | 0.9 | 1 | 1701 | 1 | 8.6 | 7.6 | 3.8 | 13.6 | 7.1 | -0.527 | -18.5
CC(=O)c1ccc(OC2OCCOC2Oc2ccc(C(C)=O)cc2)cc1 (stereo not given) | 0.9 | 1 | 1559 | 1 | 0.5 | -3.6 | -19.8 | 9.5 | -0.7 | 1.59 | 11.3
COc1cc(OC)cc(C(=O)N[C@@H](CCSC)c2nc3ccccc3[nH]2)c1 | 0.9 | 1 | 1637 | 1 | 3.1 | 8.9 | 5.3 | 8.6 | 0.0 | -0.59 | 15.1
N#CC12CCCCC1CC1CCCCC1(C#N)N2Cc1ccccn1 (stereo not given) | 0.8 | 1 | 1649 | 0.9 | -3.7 | 7.7 | 12.5 | 17.6 | 1.8 | -0.124 | x
O=C(O)CCc1ccc(-c2cccs2)n1NC(=O)c1ccco1 | 0.7 | 0.9 | 1618 | 0.8 | 5.8 | 1.8 | 0.8 | 26.4 | 16.4 | 0.254 | -24.8
COc1ccc(OC)c(C2=NOC(C(=O)Nc3cccnc3)C2)c1 (stereo not given) | 0.9 | 1 | 1301 | 0.9 | -17.6 | -5.1 | -1.0 | 6.9 | -5.6 | x | -27.7
CCOC(=O)c1ccccc1NC1c2ccccc2C(=O)N1C1CCN(C(=O)OCC)CC1 (stereo not given) | 1 | 0.9 | 1522 | 0.9 | 3.4 | 6.3 | 16.6 | 4.9 | 9.2 | x | 17.1
CN(C(=O)CSc1nc2c(cnn2-c2ccccc2)c(=O)[nH]1)C1CCS(=O)(=O)C1 (stereo not given) | 1 | 1 | 1675 | 1.1 | -3.8 | 2.0 | 3.4 | 3.3 | 2.4 | 0.829 | 6.0
CCOC(=O)c1[nH]ncc1CN1CCCC(C(=O)c2cccc(OC(C)C)c2)C1 (stereo not given) | 0.9 | 1 | 1774 | 0.9 | 6.1 | 1.2 | 6.3 | 10.3 | 16.7 | -0.804 | 3.6
COc1ccc(NC(=O)CSc2nc3[nH]ncc3c(=O)n2-c2ccccc2C)cc1OC | 0.9 | 0.8 | 1798 | 0.9 | 8.1 | 11.5 | 2.6 | 6.0 | 8.3 | -0.415 | 1.2
COC(=O)c1c(C#N)c(N)nc2c1CCC2 | 0.9 | 1 | 1728 | 1 | -10.3 | 12.4 | -8.4 | 6.4 | -6.1 | x | -23.2
O=C(N/N=C/c1c[nH]c2ccccc12)c1ccncc1 | 1.1 | 1.1 | 1556 | 1.1 | 2.7 | 0.0 | -3.7 | -7.8 | 7.5 | 0.423 | -1.7
CCOC(=O)C1=C(O)C(=O)N(c2ccc(S(N)(=O)=O)cc2)C1c1ccc(OC)cc1OC (stereo not given) | 0.9 | 1.1 | 1464 | 1.1 | -14.7 | -10.2 | 5.7 | 8.9 | -8.6 | x | -4.9
Cc1cccc(OCC(=O)NNc2c3ccccc3nc3ccccc23)c1 | 0.9 | 0.9 | 1524 | 0.9 | 5.9 | -5.2 | 3.6 | 7.7 | 0.3 | x | x

Bioassay records: PubChem, several laboratories
